# Source: PubChem BioAssay (National Center for Advancing Translational Sciences (NCATS))
# EPAC2 antagonist = EPAC2 (human) antagonism; Q8WZA2; EPAC2 GEF exchange of Rap1B-BODIPY-GDP, fluorescence; Potency, µM (series often up to 114 µM), for the others: at the top dose activity, negative = inhibition, usual class: inhibitors; actives 0.18% (n = 360,000); AID 720708; further: on the % scale 0 is the no-effect control and ±100 the full control effect; nearly all actives have a fitted effect of over 45% in size; many of its hits are not listed in these tables
# Target sequence (Q8WZA2 whole entry, looked up): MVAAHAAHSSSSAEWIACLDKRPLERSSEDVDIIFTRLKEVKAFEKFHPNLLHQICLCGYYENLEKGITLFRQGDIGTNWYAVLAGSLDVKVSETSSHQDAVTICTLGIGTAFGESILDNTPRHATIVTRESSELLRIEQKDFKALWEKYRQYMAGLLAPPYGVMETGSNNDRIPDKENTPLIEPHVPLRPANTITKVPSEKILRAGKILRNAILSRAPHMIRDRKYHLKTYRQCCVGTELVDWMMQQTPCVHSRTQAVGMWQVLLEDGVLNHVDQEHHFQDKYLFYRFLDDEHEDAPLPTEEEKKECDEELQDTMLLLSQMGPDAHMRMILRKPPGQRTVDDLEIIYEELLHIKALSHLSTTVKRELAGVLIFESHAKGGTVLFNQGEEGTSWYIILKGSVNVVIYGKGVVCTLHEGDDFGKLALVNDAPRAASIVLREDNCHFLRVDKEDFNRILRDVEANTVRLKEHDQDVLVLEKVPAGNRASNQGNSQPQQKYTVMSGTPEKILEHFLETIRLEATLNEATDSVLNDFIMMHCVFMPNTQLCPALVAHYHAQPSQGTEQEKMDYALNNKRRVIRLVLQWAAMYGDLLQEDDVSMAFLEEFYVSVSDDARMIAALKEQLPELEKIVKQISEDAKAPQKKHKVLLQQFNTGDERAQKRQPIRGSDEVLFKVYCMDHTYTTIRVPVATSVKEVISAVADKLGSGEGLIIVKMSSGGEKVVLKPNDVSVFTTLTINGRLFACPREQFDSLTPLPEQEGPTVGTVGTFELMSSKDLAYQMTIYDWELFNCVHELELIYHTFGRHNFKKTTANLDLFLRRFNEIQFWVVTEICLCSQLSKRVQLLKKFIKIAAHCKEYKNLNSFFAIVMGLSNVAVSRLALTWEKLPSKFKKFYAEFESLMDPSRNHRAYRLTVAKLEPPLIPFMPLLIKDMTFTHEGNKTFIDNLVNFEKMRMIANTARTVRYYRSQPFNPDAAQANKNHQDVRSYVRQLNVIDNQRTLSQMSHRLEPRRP
# PTHR1 agonist = activates the human parathyroid hormone receptor PTHR1 | actives 0.075% (n = 410,000) | HEK293 GP2 PTHR1 cells, GloSensor cAMP luminescence, 1 h | Q03431 | Potency, µM (doses to about 115 µM), for inactives: top-dose activation, usual class: activators; further: nearly all actives have a fitted effect of over 55% in size; some results filed as inactive show a strong effect at the top dose; inactives centre near -15; many of its hits are not listed in these tables
#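 HEK-293-derived GP2 cells expressing PTHR1 and a GloSensor cAMP reporter, 3,000/well, plated overnight, given luciferin plus IBMX (each 0.5 mM as added) for 1 h at 37 °C, then compound for 1 h at 37 °C. Luminescence was read after 15 min at room temperature.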
# TDP43 rescue = TDP-43 toxicity inhibition in yeast | Potency, µM (titrated, usually from 46.1 µM), for the others: top-dose growth rescue (activation), usual class: activators | AID 652104 | TDP-43 expressing yeast growth rescue, BacTiter-Glo, 24 h | actives 1.8% (n = 410,000); further: % of control where 0% means no effect; nearly all actives have a fitted effect of over 50% in size
#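 Yeast expressing TDP-43 (pregrown in raffinose, seeded at OD600=0.02 in galactose medium) exposed to compounds 24 hr at 30 deg C. Growth read by BacTiter-Glo luminescence; rescue of toxicity appears as increased signal.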
# EPAC2 ag = agonists of human EPAC2 (RAPGEF4) | actives 0.079% (n = 360,000) | Q8WZA2 | Potency, µM (series often up to 154 µM), without a hit: at the highest dose activation, usual class: activators | EPAC2 activation, biochemical qHTS; response scale: 100% = 6.5 mM cAMP response; further: nearly all actives have a fitted effect of over 50% in size
#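 EPAC2 (100 nM) mixed with Rap1B loaded with BODIPY-GDP (250 nM) plus 50 uM unlabeled GDP; compounds pinned in, 5 min RT, then read every 5 min for 30 min (ex 480, em 540 nm). Normalized to cAMP control.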
# aSyn rescue = rescues yeast growth from alpha-synuclein toxicity; AID 652106; Potency, µM (series often up to 46.1 µM), inactives show at the highest dose growth rescue (activation), most hits filed as activators; Yeast expressing alpha-synuclein, growth rescue, BacTiter-Glo, 24 h; actives 0.14% (n = 370,000); further: % of control where 0% means no effect; nearly all actives have a fitted effect of over 65% in size
#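 Screening used galactose-induced yeast with toxic alpha-synuclein levels, exposed to compound for 24 hr at 30 deg C. Cell growth, read with BacTiter-Glo luminescence, gave the measured signal.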
# FUS suppressor = FUS proteinopathy suppression in yeast | AID 1347120 | actives 0.24% (n = 390,000) | Potency, µM (top dose mostly 76.6 µM), for inactives: at the top dose growth rescue (activation), most hits filed as activators | S. cerevisiae FUS-expressing, growth rescue, OD600, 24 h;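 further: plate controls were DMSO vehicle for no effect and reference control for full effect; nearly all actives have a fitted effect of over 55% in size; some results filed as inactive show a strong effect at the top dose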
#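 Absorbance at 600 nm, taken 24hr after compound addition, measured rescue of FUS-yeast growth at 30C. Induction used 2% galactose with seeding at OD 0.005. Controls: CP55940 from 92uM final, DMSO only.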
# EPAC1 antag = blocks human EPAC1 exchange factor; O95398; EPAC1 GEF assay, Rap1b-BODIPY-GDP exchange fluorescence; Potency, µM (top dose mostly 115 µM), for inactives: at the top dose activity change, negative = inhibition, usual class: inhibitors; actives 0.14% (n = 360,000); AID 720709;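 further: plate controls were vehicle for no effect and positive control for full effect; nearly all actives have a fitted effect of over 50% in size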
# EPAC1 ag = activates human EPAC1 exchange factor; O95398; Potency, µM (top dose mostly 154 µM), for inactives: at the highest dose activation, hits mostly activators; EPAC1 agonist qHTS, biochemical assay; response scale: 100% = response to 6.5 mM cAMP; actives 0.073% (n = 360,000); AID 720707; further: nearly all actives have a fitted effect of over 60% in size
#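 Fluorescent GDP-exchange assay: 100 nM EPAC1 with 250 nM Rap1B preloaded with BODIPY-GDP and 50 uM GDP; compounds tested as concentration series, 5 min at room temperature, then read every 5 min for 30 min (ex 480/em 540 nm); normalized to 6.5 mM cAMP.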
# An asterisk follows results filed as active; i = inactive; ? = inconclusive; · = no result given; & = joins results of further samples; [ ] = dose if it differs, or a comment. The call rests on the fitted dose curve; in most records, active means well fitted curve in the direction sought with a large enough effect; inconclusive means small, poorly fitted or top-dose-only effect, or another doubt; inactive means no such curve, though single readings can be large; an effect the other way counts as inactive or inconclusive. Potency means the concentration at half of the fitted maximal effect. Only part of the results is shown; the hit share may differ from the screen's.
# The first four entries (preview)
Compound,EPAC2 antagonist,PTHR1 agonist,TDP43 rescue,EPAC2 ag,aSyn rescue,FUS suppressor,EPAC1 antag,EPAC1 ag
Cc1ccc(CNC(=O)C(CCC(N)=O)NC(=O)OCc2ccccc2)cc1 (stereo not drawn),-4.0%,i,-6.9%,-5.5%,-0.1%,·,8.1%,4.2%
O=[N+]([O-])c1nn(-c2ccc3c(c2)OCCO3)n(O)c1=NCCCO,0.0%,i,0.9%,0.2%,-0.3%,9.9%,4.7%,1.7%
CCOc1ccc(NC(=O)C(=O)NCCN2CCN(C(=O)c3ccc(C)cc3)CC2)cc1,11.1%,-20.8%,6.7%,-11.8%,1.4%,-23.7%,15.1%,-5.1%
CC(C)C1C(=O)N(Cc2cn(CCC3OCCCO3)nn2)CCS(=O)(=O)N1Cc1ccc(-c2ccc(Cl)cc2)cc1 (stereo not drawn),3.1%,-35.3%[inhibitor],15.7%,5.3%,-0.7%,11.9%,-5.3%,-2.6%

# This part in full, from the first entry:
Compound,EPAC2 antagonist,PTHR1 agonist,TDP43 rescue,EPAC2 ag,aSyn rescue,FUS suppressor,EPAC1 antag,EPAC1 ag
Cc1ccc(CNC(=O)C(CCC(N)=O)NC(=O)OCc2ccccc2)cc1 (stereo not drawn),-4.0%,i,-6.9%,-5.5%,-0.1%,·,8.1%,4.2%
O=[N+]([O-])c1nn(-c2ccc3c(c2)OCCO3)n(O)c1=NCCCO,0.0%,i,0.9%,0.2%,-0.3%,9.9%,4.7%,1.7%
CCOc1ccc(NC(=O)C(=O)NCCN2CCN(C(=O)c3ccc(C)cc3)CC2)cc1,11.1%,-20.8%,6.7%,-11.8%,1.4%,-23.7%,15.1%,-5.1%
CC(C)C1C(=O)N(Cc2cn(CCC3OCCCO3)nn2)CCS(=O)(=O)N1Cc1ccc(-c2ccc(Cl)cc2)cc1 (stereo not drawn),3.1%,-35.3%[inhibitor],15.7%,5.3%,-0.7%,11.9%,-5.3%,-2.6%
CC1(C)NC(=O)N(CCOCCOc2c(Cl)cc(Cl)cc2Cl)C1=O,-0.1%,-3.5%,-26.2%,8.9%,1.2%,28.8%,-2.2%,3.3%
Cc1ccccc1N(C(=O)CNC(=O)c1ccco1)C(C(=O)NC1CCCC1)c1ccncc1 (stereo not drawn),3.5%,i,-11.8%,7.2%,-4.2%,3.0%,-28.8%,2.0%
COc1ccc(CCC(C)NC(=O)CCc2ccccc2)c(OC)c1 (stereo not drawn),2.0%,-5.6%,0.3%,17.0%,4.7%,4.5%,-2.9%,3.6%
COc1cccc(C2=CC(=O)C[C@H](c3ccc(Cl)cc3)C2)c1,0.2%,-4.4%,12.6µM*,15.8%,10.7%,?,-5.7%,8.1%
Cc1cc(C)c(C#N)c(SCC(=O)C(C)(C)C)n1,14.3%,i,-4.2%,3.4%,-0.4%,16.6%,10.7%,0.0%
O=C(O)c1cc(NC(=O)C2CCCO2)cc(C(=O)O)c1 (stereo not drawn),-18.0%,i,6.8%,6.3%,-2.6%,-6.4%,0.2%,15.5%
Cn1c(NCCO)nc2c1c(=O)n(Cc1ccc(F)cc1)c(=O)n2C,2.4%,i,10.1%,8.1%,6.2%,7.0%,-9.0%,0.5%
O=C(NCc1ccccc1CN1CCCC1)C1CCN(C(=O)c2ccc(F)cc2)CC1,-3.7%,-12.4%,14.7%,2.0%,2.2%,-10.6%,3.3%,-2.6%
O=C(Nc1ccccc1)C(=O)Nc1cccnc1,3.9%,-29.9%,3.1%,-0.8%,2.2%,1.5%,11.0%,-6.6%
CSc1c(-c2ccccn2)c(N)nn1C(=O)C1CCC1,-9.1%,-12.7%,11.2µM*,22.2%,-12.5%,10.5%,-14.4%,16.9%
CCN(Cc1nc(-c2cccc(Cl)c2)no1)CC1CCCO1 (stereo not drawn),-25.5%,i,-6.8%,5.0%,3.4%,-11.3%,-2.2%,3.0%
Cc1ccc(CN2CCSc3ccc(C(=O)NCCCN4CCN(C)CC4)cc32)cc1,-3.1%,i,-1.3%,-1.0%,-3.6%,19.3%,-13.2%,-11.2%
CC(=O)c1ccc(NC(=O)c2ccc(-n3cncn3)c([N+](=O)[O-])c2)cc1,28.6%,i,-14.4%,3.5%,-0.9%,14.0%,20.3%,-1.3%
Nc1ccccc1C(=O)N/N=C1\C2CN3CCN(C2)CC1(c1ccccc1)C3,0.0%,i,-15.9%,2.7%,-0.2%,15.8%,-0.2%,4.4%
COc1cccc(-c2oc3c(c2-c2ccc(Br)nc2)C(O)CCC3)c1 (stereo not drawn),-14.1%,-40.9%[inhibitor],6.6%,14.3%,10.5%,36.0%,-5.8%,18.4%
CN(C(=O)CSCC(=O)O)C1CCCCC1,-2.5%,i,14.4%,-0.1%,6.4%,·,-12.6%,-2.2%
COCCCN(Cc1cc(OC)c(OC)c(OC)c1)C(=S)Nc1cccc(Cl)c1,-22.5%,-37.8%[inhibitor],?,14.2%,0.7%,8.3%,-5.4%,6.1%
CCCc1cc(=O)[nH]c(SCc2ccc(F)cc2)n1,-2.0%,-6.6%,-0.4%,0.0%,-1.3%,2.4%,-1.7%,8.3%
CNC(=O)[C@@H]1C[C@H]1[C@@H](NC(=O)CNC(=O)OCc1ccccc1)c1ccccc1,-9.2%,-10.1%,0.0%,2.1%,-3.6%,-0.4%,2.3%,3.4%
COc1ccc(-c2c(C)nn(Cc3ccccc3)c2N)cc1,-7.2%,-15.4%,-12.3%,14.3%,1.7%,49.4%,-5.7%,8.9%
CCCn1c(SCC(=O)Nc2ccc(F)c(Cl)c2)nc(O)cc1=O,1.9%,-14.8%,13.8%,-8.4%,-7.2%,-3.0%,-7.9%,3.5%
O=C(CN1C(=O)NC2(CCCCCCC2)C1=O)N1CCN(C(=O)c2ccco2)CC1,-4.6%,-1.0%,1.1%,-9.4%,-2.3%,4.1%,-6.0%,-2.6%
O=C(Cc1ccccc1F)NC1CCCc2ccccc21 (stereo not drawn),1.0%,-7.7%,11.9%,4.7%,-0.3%,11.2%,8.7%,-2.8%
COc1ccc(-n2cnc(=S)[nH]c2=S)cc1,0.9%,-8.2%,20.3%,0.1%,-14.1%,-0.8%,-6.4%,-7.6%
COc1cccc(NC(=O)Cn2nnc(C(=O)NCCc3ccccc3)c2N)c1,8.4%,-14.2%,5.1%&16.1%,-3.5%,-3.1%,13.1%&17.5%,26.2%,1.8%
CCCC(=O)N1CCCC(c2cc(C(=O)Nc3ccc4c(c3)OCO4)no2)C1 (stereo not drawn),7.8%,-25.3%,29.9%,9.5%,4.1%,-4.5%,-2.9%,0.5%
CC1=C(C(=O)N(C(C)C)C(C)C)CC(CC(=O)NC2CC2)C(=O)N1Cc1ccccc1 (stereo not drawn),11.5%,-18.7%,19.1%,1.7%,0.9%,14.5%,-25.6%,0.0%
Cn1nc(C(=O)OCC(=O)c2ccc(Br)cc2)c2ccccc2c1=O,5.4%,i,14.6%,7.5%,-0.4%,9.4%,-6.8%,-9.8%
CCn1c(=O)c2cc(S(=O)(=O)NCCOc3ccccc3)ccc2n(CC)c1=O,-0.2%,-21.0%[57.5 µM],-15.2%,5.3%,-0.5%,19.6%,3.8%,6.7%
Cc1ccc(C(=O)OCc2nc(N)nc(Nc3ccccc3C)n2)cc1,-19.7%,i,12.6µM*,1.6%,1.2%,17.2%,-8.9%,0.2%
CCOC(=O)c1ccc2c(c1)n(CC)c(C)[n+]2CC,7.4%,-20.7%,-0.3%,4.5%,-4.1%,42.4%,0.1%,-3.7%
CCc1nc2ccc(C(=O)N(C)Cc3ccco3)cn2c1N(CC)C(=O)NCCc1ccccc1,-0.1%,-16.8%,12.8%,-0.9%,-0.2%,-24.7%,15.4%,-0.8%
N#CCN1C(=O)C(=O)N(Cc2cccc(C(F)(F)F)c2)C1=O,-2.1%,-0.1%,-2.8%,0.5%,11.8%,-6.7%,13.1%,-1.2%
CCn1c(SCC(=O)N2CCN(c3ccccc3)CC2)nc2c(c1=O)SC(C)C2 (stereo not drawn),-1.4%,-27.9%,20.2%,17.2%,-25.6%,33.3%,4.3%,8.7%
O=C(NC1(C(F)(F)F)NC(=O)N(Cc2cccnc2)C1=O)c1ccccc1Cl (stereo not drawn),-6.2%,-23.3%[57.5 µM],5.4%,-1.9%,-1.8%,0.2%,3.9%,-3.0%
CN(CC(=O)Nc1ccc(Cl)c(Cl)c1)C(=O)CNC(=O)C1CCCCC1,6.1%,i,-11.2%,-0.7%,0.7%,-27.8%,15.7%,-1.1%
COc1ccc(CCNC(=O)Cn2c(=O)oc3cc(Cl)ccc32)cc1OC,-5.4%,i,4.5%,-2.0%,2.6%,-38.3%,-7.3%,-3.4%
Cc1cccc(C)c1NC(=O)C(c1cc2ccccc2o1)N1CCC(c2ccccc2)CC1 (stereo not drawn),-4.2%,i,-15.2%,10.6%,?,-4.0%,-5.3%,5.7%
Oc1ccc(C[C@H]2CNC(=S)N2C[C@H]2CCCN2C[C@H](Cc2ccccc2)N2C[C@H](Cc3ccc(O)cc3)N(CCc3ccccc3)C2=S)cc1,12.1%,6.8%,41.0%,3.4%,-19.4%,?,-10.4%,-23.0%
O=C(Nc1ccn(Cc2ccccc2F)n1)c1ccc(COc2ccc(Cl)cc2Cl)o1,-3.8%,-31.8%[inhibitor],2.5%,-0.8%,10.0%,14.3%,-19.9%,-3.8%
CCc1ccc(N2C=C(C(=O)OC)C(c3cccc4ccccc34)C(C#N)=C2N)cc1 (stereo not drawn),-27.2%,-51.9%[inhibitor],26.5%,9.1%,-1.1%,40.7%,-28.1%,0.4%
CC(/C=N/n1c(COc2ccccc2)n[nH]c1=S)=C\c1ccccc1,-22.7%,-27.6%,11.2µM*,6.0%,·,2.2%,-1.6%,17.4%
Cc1ccc2c(n1)sc1c(-c3ccc(Br)cc3)c(C#N)c(N)nc12,-7.7%,?,-7.1%,5.6%,0.8%,33.7%,-2.4%,2.7%
CC(C)(C)NC(=O)c1cc(-c2ccccc2)n[nH]1,0.6%,-3.6%,17.9%,18.2%,-2.0%,6.7%,-15.7%,5.2%
